Source: PubChem BioAssay
Tb PGK inh: qHTS Assay to Find Inhibitors of Phosphoglycerate Kinase. Phosphoglycerate kinase, glycosomal (Trypanosoma brucei brucei), P07378. PGK/GAPDH coupled, Kinase-Glo luminescence, 60 min. Potency, µM (series often up to 57.5 µM), without a hit: top-dose activity change, negative = inhibition, most hits filed as inhibitors. 380,000 compounds, 0.043% hits. AID 602233, 2012; note: potency is the fitted concentration of half-maximal effect; % is set by controls: 0 for no effect and ±100 for the full control effect; nearly all actives have a fitted effect of over 60% in size
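Luminescent ATP detection (Kinase-Glo Plus) follows a 60-minute room-temperature incubation, with wells lacking PGK as controls. Buffer: 100 mM TEA (pH 7.6), 5 mM MgCl2, 0.01% Tween-20. Coupling enzyme GAPDH (100 nM final) supplies unstable 1,3-BPG in-well.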
Pin1 inh: qHTS Assay to Find Inhibitors of Pin1 | Peptidyl-prolyl cis-trans isomerase NIMA-interacting 1 (Homo sapiens), Q13526 | Pin1 FP peptide displacement, HiFluor488, 10 min | Potency, µM (doses to about 115 µM), inactives show top-dose activity, negative = inhibition, most hits filed as inhibitors | 390,000 compounds, 0.009% hits; active = well fitted inhibition curve with a large enough effect in the polarisation, with a control signal flat, not every such curve was filed as active; inconclusive = small, poorly fitted or top-dose-only effect, or effect the other way, or a change in a side signal; inactive = no such curve, though single readings can be large or run the other way; the % refers to the polarisation; note: potency is the fitted concentration of half-maximal effect; % is set by controls: 0 for no effect and ±100 for the full control effect
Target sequence (Q13526 whole entry, looked up): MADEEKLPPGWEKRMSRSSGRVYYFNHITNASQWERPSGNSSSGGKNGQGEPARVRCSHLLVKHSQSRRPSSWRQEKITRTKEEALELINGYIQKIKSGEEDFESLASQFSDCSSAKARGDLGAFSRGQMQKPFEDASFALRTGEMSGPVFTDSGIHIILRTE
HP1b binding inh: HTS for Inhibitors of HP1-beta Chromodomain Interactions with Methylated Histone Tails. Chromobox protein homolog 1 (Homo sapiens), P83916. AlphaScreen HP1-beta / biotin-H3K9me3 peptide binding. Potency, µM (top dose mostly 114 µM), for the others: at the top dose activity change, negative = inhibition, hits mostly inhibitors. 390,000 compounds, 0.56% hits; note: potency is the fitted concentration of half-maximal effect; nearly all actives have a fitted effect of over 70% in size; inactives centre near 23
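HP1-beta protein (50 nM final) preincubated 30 min at room temperature with biotinylated H3(1-18)K9me3 peptide (50 nM) in PBS pH 7.4, 0.01% Tween-20, then compound added for 30 min. AlphaScreen streptavidin donor/nickel chelate acceptor beads (10 ug/mL final), 30 min dark, luminescence read.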
TrxR1 substrate: qHTS Assay for Substrates of Mammalian Selenoprotein Thioredoxin Reductase 1 (TrxR1): qHTS; Thioredoxin reductase 1, cytoplasmic (Rattus norvegicus), O89049; purified TrxR1 substrate turnover, NADPH consumption readout; Potency, µM (top dose mostly 114 µM), for inactives: top-dose activity change, negative = substrate turnover; 390,000 compounds, 0.01% hits; AID 588456, 2011; note: potency is the fitted concentration of half-maximal effect; % is set by controls: 0 for no effect and ±100 for the full control effect; nearly all actives have a fitted effect of over 50% in size
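Rat TrxR1, dispensed at 90 nM, was prereduced with 400 uM NADPH (final) for 5 min at ~22 deg C, then incubated with compound 15 min before 400 uM selenite. A first-read NADPH fluorescence drop versus no-compound background flagged substrates.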
rTrxR1 inhibitor: qHTS Assay for Inhibitors of Mammalian Selenoprotein Thioredoxin Reductase 1 (TrxR1): qHTS. Potency, µM (titrated, usually from 114 µM), without a hit: at the highest dose activity change, negative = inhibition, actives largely listed as inhibitors. Thioredoxin reductase 1, cytoplasmic (Rattus norvegicus), O89049. recombinant rTrxR1, NADPH fluorescence consumption, selenite substrate. 390,000 compounds, 1% hits. AID 588453, 2011; note: potency is the fitted concentration of half-maximal effect; % is set by controls: 0 for no effect and ±100 for the full control effect; nearly all actives have a fitted effect of over 65% in size
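Rat TrxR1 (90 nM in the dispensed reagent) was pre-reduced with 400 uM NADPH for 5 min at room temperature, then incubated with compound for 15 min. After 400 uM selenite was added, NADPH fluorescence (Ex 340/Em 450 nm) was followed for 8 min.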
USP1 inh: Inhibitors of USP1/UAF1: Primary Screen. Potency, µM (series often up to 57.1 µM), for the others: at the highest dose activity change, negative = inhibition, most hits filed as inhibitors. AID 743255, 2014. recombinant USP1/UAF1, Ub-Rhodamine cleavage fluorescence. 390,000 compounds, 0.23% hits. Ubiquitin carboxyl-terminal hydrolase 1 (Homo sapiens), O94782; note: potency is the fitted concentration of half-maximal effect; % is set by controls: 0 for no effect and ±100 for the full control effect; nearly all actives have a fitted effect of over 60% in size; inactives centre near -12
Target sequence (O94782 whole entry, looked up): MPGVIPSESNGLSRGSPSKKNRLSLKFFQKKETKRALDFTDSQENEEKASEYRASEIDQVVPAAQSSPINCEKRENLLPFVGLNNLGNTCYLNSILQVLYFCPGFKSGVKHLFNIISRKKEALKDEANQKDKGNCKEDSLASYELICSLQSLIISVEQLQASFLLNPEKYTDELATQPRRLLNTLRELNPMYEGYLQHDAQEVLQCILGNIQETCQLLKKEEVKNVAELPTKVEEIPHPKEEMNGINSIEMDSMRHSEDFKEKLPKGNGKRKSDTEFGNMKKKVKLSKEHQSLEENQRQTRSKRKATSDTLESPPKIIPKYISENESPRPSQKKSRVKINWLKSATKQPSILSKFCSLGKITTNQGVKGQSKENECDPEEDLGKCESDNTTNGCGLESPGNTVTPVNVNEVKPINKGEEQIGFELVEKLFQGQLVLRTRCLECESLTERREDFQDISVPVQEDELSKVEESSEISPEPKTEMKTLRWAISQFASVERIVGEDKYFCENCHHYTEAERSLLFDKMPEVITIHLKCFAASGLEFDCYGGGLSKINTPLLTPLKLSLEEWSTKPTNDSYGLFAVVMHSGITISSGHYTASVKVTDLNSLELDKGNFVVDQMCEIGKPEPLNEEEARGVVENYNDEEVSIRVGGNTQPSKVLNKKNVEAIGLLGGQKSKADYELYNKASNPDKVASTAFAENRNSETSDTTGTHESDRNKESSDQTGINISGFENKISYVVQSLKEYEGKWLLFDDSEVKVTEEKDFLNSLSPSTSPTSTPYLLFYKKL
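In this screen, compounds sit with the deubiquitinase complex (1nM) for 15 min at room temperature before Ub-Rho is added at 150nM final. Fluorescence rise is then followed for 6 reads every 60 seconds.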
PI4K2A block: qHTS for small molecular inhibitors of PI4K2A. Phosphatidylinositol 4-kinase type 2-alpha (Homo sapiens), Q9BTU6. purified PI4K2A, ADP-Glo luminescence, 1 h; hits give low values. activity change, negative = inhibition, % at 76.9 µM. 420,000 compounds, 0.13% hits. AID 1346378, 2018; in the data active = activity change below about -50%; inconclusive = mostly about -30% to -49%;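 note: -100% = wells without enzyme as full effect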
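PI4K2A activity was measured by ADP-Glo luminescence: enzyme (4 ug/mL stock) and phosphatidylinositol (1.2 mM stock) in Tris pH 7.5/MgCl2/EGTA/Triton X-100 buffer were reacted with ATP (300 microM stock) for one hour at ambient temperature.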
GLS inh: qHTS for Inhibitors of Glutaminase (GLS) | GLS enzymatic activity, qHTS titration | Potency, µM (titrated, usually from 45.5 µM), inactives show top-dose activity change, negative = inhibition, usual class: inhibitors | 410,000 compounds, 0.21% hits; note: potency is the fitted concentration of half-maximal effect; % is set by controls: 0 for no effect and ±100 for the full control effect
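Glutamate formation by hKGA was monitored fluorometrically using coupled glutamate oxidase, HRP and Amplex Red. Substrate was added as 1 mM L-glutamine solution; incubation was 30 min at RT after an initial read.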
mIDH1 inhibitor: qHTS for Inhibitors of mutant isocitrate dehydrogenase 1 (IDH1): qHTS. AID 602179, 2012. Potency, µM (doses to about 76.6 µM), without a hit: at the top dose activity change, negative = inhibition, usual class: inhibitors. 390,000 compounds, 0.093% hits. IDH1-R132H enzyme, NADPH consumption, diaphorase/resazurin fluorescence; note: potency is the fitted concentration of half-maximal effect; % is set by controls: 0 for no effect and ±100 for the full control effect; nearly all actives have a fitted effect of over 65% in size
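IDH1-R132H (0.5 ug/mL dispensed) in pH 7.5 Tris buffer was preincubated 30 min with compound, then given a substrate mix of 0.016 mM NADPH and 2 mM alpha-KG for 80 min at room temperature; remaining NADPH was read by diaphorase/resazurin fluorescence.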
An asterisk follows results filed as active; i = inactive; ? = inconclusive; nt = not tested or not shown; [ ] = remark or other dose. Unless noted, calls come from the whole dose curve; as a rule, active = well fitted curve in the direction sought with a large enough effect; inconclusive = small, poorly fitted or top-dose-only effect, or another doubt; inactive = no such curve, though single readings can be large; an effect the other way counts as inactive or inconclusive.

rTrxR1 inhibitor	Tb PGK inh	TrxR1 substrate	HP1b binding inh	PI4K2A block	USP1 inh	GLS inh	mIDH1 inhibitor	Pin1 inh	smiles
23%[57.1 µM]	-6%	7%[57.1 µM]	37%	-5	-16%	2%	2%	-5%	COc1cccc(NC(=O)CCNC(=O)c2ccccc2Cl)c1
-11%	-6%	-5%	11%	3	-8%	-13%	5%	0%	COc1ccc(NC(=O)CSc2nnc(COc3ccccc3)n2Cc2ccco2)cc1OC
8%[57.1 µM]	-6%	4%[57.1 µM]	33%	-1	-18%	-2%	8%	11%	Cc1ccc(CSc2nc3ccncc3n2CC(=O)Nc2cc(C)cc(C)c2)cc1
3%	7%	-3%	32%	1	-22%	1%	1%	?	CCNC(=O)CSC1=N/C(=C\c2ccc(O)c(OCC)c2)C(=O)N1c1ccc(OC(F)F)cc1
-12%	-2%	-12%	27%	-3	-2%	3%	6%	-9%	COc1ccc(-n2ncc(C(C)NS(=O)(=O)c3ccc(C(C)=O)cc3)c2C)cc1 (centres undefined)
-5%	-1%	-10%	-2%	-3	7%	-17%	-3%	-3%	CCN(C(=O)COC(=O)c1ccc[nH]c1=O)c1cccc2ccccc12
7%	8%	11%	15%	-6	-13%	13%	-11%	-3%	O=C(NCCCO)c1c(O)c2cccc3c2n(c1=O)CCC3
8%	-3%	5%	47%[activator]	-2	-21%	12%	0%	2%	COc1ccc(NC(=O)NCc2cccn2Cc2ccc(F)cc2)cc1OC
11%	-8%	9%	10%	0	-14%	-3%	1%	17%	COc1ccc(CNc2oc(-c3ccc(COc4ccc(Cl)cc4)o3)nc2C#N)cc1
2%	-5%	-2%	-8%	8	0%	24%	17%	3%	O=C1CCCN1C(=O)CSc1ncnc2sccc12
30%[57.1 µM]	5%	14%[57.1 µM]	19%	0	-13%	-9%	1%	1%	CCn1c(CC(=O)Nc2ccccc2F)nnc1SCC(=O)Nc1nnc(C)s1
-12%	6%	-6%	32%	6	-5%	0%	-7%	-1%	Cc1cc(C)n2nc(C(=O)OCC(=O)Nc3ccc4c(c3)OCCO4)nc2n1
8%	-8%	4%	16%	-2	-27%	2%	-3%	30%[activator]	COc1cccc(NC(=O)CN(C)C(=O)c2cc(-c3ccc(F)cc3)nc3ccccc23)c1
6%	5%	-1%	38%	0	-22%	5%	-16%	-3%	COc1ccc(Cc2nnc(NC(=O)CS(=O)(=O)Cc3ccccc3)s2)cc1
18%	3%	-1%	55%[activator]	3	-28%	-2%	-8%	0%	O=C(Nc1ccc(OC(F)(F)F)cc1)Nc1cccnc1
-5%	-9%	-13%	10%	-2	-7%	28%	0%	1%	CN1CCN(c2ccc(NC(=O)c3cccc(S(=O)(=O)N4CCCC4)c3)cc2)CC1
3%	-8%	-2%	34%[57 µM]	-7	-23%	?	2%	-7%	O=C(NCc1cccnc1)c1ccccc1-c1nc(-c2ccccc2)no1
2.2µM*	-7%	21%[57.1 µM]	33%	-7	-2%	-9%	2%	-8%	O=C(Oc1oc(-c2ccco2)nc1C=Nc1ccccc1)c1ccco1
16%[57.1 µM]	-8%	-3%[57.1 µM]	29%	2	-1%	-1%	6%	1%	CC(=O)Nc1ccc(Cc2nc3ccccc3[nH]2)cc1
-3%	-10%	-7%	30%	4	2%	4%	5%	2%	CC(=O)c1c(C)[nH]c(C(=O)COC(=O)c2cc(S(=O)(=O)N(C)c3ccccc3)ccc2Cl)c1C
-7%	0%	-2%	-3%	-4	-7%	7%	-4%	-8%	COC(=O)C(Cc1ccccc1)NC(=O)CNC(=O)c1ccccc1OC (centres undefined)
22%[57.1 µM]	i	-5%[57.1 µM]	76%[activator]	5	-16%	-4%	6%	-7%	Cc1ccc(C(=O)N2CCCC(CCC(=O)N3CCN(c4ccccn4)CC3)C2)cc1 (centres undefined)
0%[57.1 µM]	1%	-9%	29%	-6	-21%	12%	-1%	-3%	c1ccc(-n2nnnc2NCCCN2CCOCC2)cc1
8%	0%	-1%	18%	0	1%	8%	2%	3%	O=C(CN1CCN(Cc2cccc(C(F)(F)F)c2)CC1)NCC(=O)Nc1ccc(F)c(F)c1F
6%	-5%	-4%	0%	-2	14%	0%	-5%	0%	CCOC(=O)N1CCN(C(=O)COC(=O)Cc2ccc(OC)cc2)CC1
18%	1%	6%	42%[activator]	-1	-32%	-1%	9%	3%	COc1ccc(CCNc2nc(-c3ccco3)cc(C(F)(F)F)n2)cc1OC
11%	8%	3%	17%	0	?	0%	-5%	-6%	Nc1nonc1C(=O)NCCNC(=O)c1ccc(Cl)c(Cl)c1
-15%	-3%	-16%	24%	-5	-18%	-12%	1%	-2%	Cc1noc(C)c1CSCC(=O)Nc1cc(S(=O)(=O)N2CCOCC2)ccc1OC(C)C
-5%	i	2%	29%	-4	-16%	4%	4%	-9%	Cc1ccc(Nc2cc(=O)[nH]c(=O)[nH]2)c(C)c1
17%[57.1 µM]	i	-6%[57.1 µM]	-13%	-7	-15%	-8%	8%	-5%	COCCn1nnnc1C(CC(C)C)N1CCN(C(=O)c2ccco2)CC1 (centres undefined)
14%	-10%	3%	1%	-1	-5%	-3%	12%	-1%	COc1ccc(Cl)cc1NC(=O)Cn1cccc1
14%	0%	-3%	-3%	4	-9%	3%	-5%	2%	Cn1cccc1Cc1nnc(SCC(=O)NCc2ccccc2Cl)n1-c1ccc(F)cc1
14%	-3%	6%	40%[activator]	4	?	-9%	0%	2%	CCOc1ccc(CCNC(=O)C2CCN(Cc3nc(-c4ccc(OC)c(OC)c4)oc3C)CC2)cc1OCC
10%[57.1 µM]	-4%	6%[57.1 µM]	30%	5	-10%	-13%	-1%	1%	Cc1oc(-c2ccc(Cl)cc2)nc1CN1CCCC(C(=O)NCCCN2CCCC2=O)C1 (centres undefined)
17%	i	-2%	20%	-4	-9%	4%	-6%	-2%	CCSc1nnc(COc2ccccc2)n1CC
18%[57.1 µM]	i	10%[57.1 µM]	8%	2	-9%	2%	9%	7%	CCOCCN1CCN(C(=O)CN2CCCC2=O)CC1
-12%	0%	-12%	30%	-8	-21%	10%	-1%	?	Cc1cccc(NC(=O)CN2C(=O)N/C(=C/c3ccc(C)s3)C2=O)c1
-5%	7%	-5%	21%	0	-8%	25%	24%	3%	COc1ccc(CN2CCC(n3nccc3NC(=O)CCCc3ccccc3)CC2)cc1C
19%[57.1 µM]	-6%	4%[57.1 µM]	24%	3	-6%	-8%	-1%	6%	COc1cccc(NC(=O)N2CCCC2C(=O)NC2CCCCC2)c1 (centres undefined)
?	-5%	5%	36%	3	-3%	10%	-6%	0%	C/C(CC(=O)Nc1ccc2ccccc2c1)=N\NC(=O)c1cnccn1
-19%	nt	-11%	56%[activator]	-1	-23%	-12%	nt	?	COc1ccc(CNC(=O)c2sc3nc4n(c(=O)c3c2C)CCCC4)cc1
-3%[57.1 µM]	-3%	1%[57.1 µM]	40%[activator]	2	-25%	-1%	5%	2%	Cc1cc(C)c(S(=O)(=O)N2CCN(c3ccccn3)CC2)c(C)c1
24%[57.1 µM]	-8%	1%[57.1 µM]	54%[activator]	4	-23%	-19%	1%	-4%	Cc1cc(C)c(OCCN(C)Cc2ccccc2)c(Br)c1
26%[57.1 µM]	-3%	13%[57.1 µM]	-28%	5	?	-8%	5%	2%	O=S(=O)(c1ccccc1)c1nc(-c2ccccc2Cl)oc1NCCCN1CCOCC1
-9%[57.1 µM]	-10%	-8%[57.1 µM]	45%[activator]	-2	-17%	?	4%	-5%	O=C(NNC(=S)NC(=O)c1cccs1)c1cccnc1
9%[57.1 µM]	i	1%	27%	-9	-18%	-2%	3%	1%	CC(=NC(C)C)C1=C(O)C(C)OC1=O (centres undefined)
20%	-9%	0%	42%[activator]	-4	-21%	-4%	1%	17%	CCN(c1ccccc1)S(=O)(=O)c1cccc(C(=O)OCC(=O)c2c(N)n(C)c(=O)n(C)c2=O)c1
4%[57.1 µM]	i	7%[57.1 µM]	7%	-5	-19%	11%	2%	0%	Cc1c(C#N)c2ncn(Cc3ccccc3)c(=O)c2n1-c1ccccc1
-5%	-5%	-12%	21%	-1	-7%	-2%	-2%	4%	CCOc1ccc(-c2nnc(Nc3ccc(OC)c(C(=O)N4CCCCC4)c3)c3ccccc23)cc1
30%[57.1 µM]	4%	12%[57.1 µM]	40%[activator]	3	-15%	-23%	1%	-2%	CCN(CC)C(=O)Cn1cnc2sc(C)c(S(=O)(=O)N3CCC(C)CC3)c2c1=O

A portion of the library. The share of hits here may be higher or lower than overall.
